Source: PubChem BioAssay
GASC1 inh – blocks human GASC-1 (KDM4C) demethylase activity; GST-KDM4C 2-372, H3K9me3 peptide, LANCE TR-FRET; inhibition, % at 12.5 µM; 96,000 compounds, 0.15% hits;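 active means mean replicate inhibition above about 25%, with at least 55% of replicates also reaching it, limit read from the data, passing the limit was not always enough; inconclusive means only one of those two conditions met; inactive means neither condition met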
Target sequence (Q9H3R0 2-372 limits assumed): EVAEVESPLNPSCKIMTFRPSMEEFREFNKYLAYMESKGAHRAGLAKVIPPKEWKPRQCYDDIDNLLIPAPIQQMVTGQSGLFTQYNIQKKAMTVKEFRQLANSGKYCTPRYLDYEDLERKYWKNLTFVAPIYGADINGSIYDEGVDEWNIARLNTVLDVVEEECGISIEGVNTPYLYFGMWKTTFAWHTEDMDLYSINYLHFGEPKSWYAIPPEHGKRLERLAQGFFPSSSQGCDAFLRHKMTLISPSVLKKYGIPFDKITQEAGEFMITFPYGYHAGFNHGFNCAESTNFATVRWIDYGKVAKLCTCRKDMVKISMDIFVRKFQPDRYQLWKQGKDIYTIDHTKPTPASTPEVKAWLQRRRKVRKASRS
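reagent = H3K9me3 peptide substrate, Fe(II), 2-oxoglutarate | system = GST-tagged GASC-1 (JMJD2C) catalytic fragment, aa 2-372 | amount = enzyme final amount 10 nM | read-out = Fall in 671/618 emission ratio as inhibition | medium = HEPES buffer, pH 7.5, plus ascorbate | schedule = 30 min reaction, 60 min detection, RT | measured by = LANCE TR-FRET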
C diff growth – C. difficile growth inhibition. Clostridium difficile clinical isolate growth, OD600, 24 h; active compounds read low. growth activity, negative = inhibition, % at 16 µg/mL (by protocol). 86,000 compounds, 0.25% hits. AID 1259249;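 active means mean growth activity at or below -80% and every replicate also at or below -80%; inconclusive means mean at or below -80% but some replicate above -80%; inactive means mean growth activity above -80%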;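 further: 0% = DMSO wells and -100% = levofloxacin 16 µg/mL wells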
Pf Dd2 growth – blocks growth of Plasmodium falciparum Dd2 parasites. P. falciparum Dd2 growth, SYBR Green, 72 h; active compounds read low. activity change, % at 10 µM. 94,000 compounds, 2.3% hits. AID 1159554; in the data active means activity change below about -80%; inconclusive means no clear call, values can overlap the other calls
Tcruzi prolif – T. cruzi proliferation inhibition; 77,000 compounds, 5.9% hits; AID 624255; inhibition, % at 8.34 µM; T. cruzi beta-gal in NIH3T3, GalScreen luminescence, 90 h;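 active means mean inhibition above about 93%, with at least 55% of replicates each passing it, limit read from the data, passing the limit was not always enough; inconclusive means only one of those two conditions holds; inactive means neither condition holds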
Numbers without * were called inactive; ? = inconclusive; · = no result given; & = joins results of further samples.

# | mol | GASC1 inh | C diff growth
1 | C[C@H](CO)N1C[C@H](C)[C@@H](CN(C)Cc2ccc(C(F)(F)F)cc2)Oc2c(NC(=O)C3CCOCC3)cccc2C1=O | -0.5 | 2.4
2 | O=C(c1ccncc1)N1CC2(C1)[C@@H](c1ccccc1)[C@@H](CO)N2C(=O)c1ccncc1 | 0.0 | -3.3
3 | C[C@@H]1CN([C@H](C)CO)C(=O)CCCn2nncc2CO[C@@H]1CN(C)C | 1.5 | -0.3
4 | C[C@@H]1CN([C@H](C)CO)C(=O)c2cc(C#CCc3ccccc3)cnc2O[C@@H]1CN(C)Cc1ccc(C(=O)O)cc1 | 1.5 | -14.4
5 | CN(C)C(=O)c1cccc(-c2ccc([C@H]3[C@H](CO)N4C(=O)CN(C(=O)CC5CC5)C[C@@H]34)cc2)c1 | 0.3 | 0.5
6 | CN(C)CC#Cc1ccc([C@H]2[C@@H](CO)N(C(=O)C3CCC3)[C@H]2C#N)cc1 | 0.4 | -5.9
7 | COCC(=O)N1C[C@@H]2[C@H](c3ccccc31)[C@H](CO)N2Cc1ccc(OC)cc1 | 2.3 | 4.3
8 | C[C@H](CO)N1C[C@H](C)[C@H](CN(C)Cc2ccc(C(=O)O)cc2)Oc2ccc(NC(=O)Cn3cnnn3)cc2C1=O | -0.6 | ·

# | Pf Dd2 growth | Tcruzi prolif
1 | -33.7 | 58.7
2 | 42.6 | ·
3 | -6.3 | 8.7
4 | 25.8 | ·
5 | 16.2 | ·
6 | 24.7 | 69.2
7 | -7.3 | -6.8
8 | 37.5 | -31.7

Going on with the list.
# | mol | GASC1 inh | C diff growth
9 | O=C(O)C[C@H]1CC[C@H]2[C@@H](COC[C@H](O)CN2S(=O)(=O)c2ccc(F)cc2)O1 | -2.0 | 3.2&-3.7
10 | O=C(C1CC1)N1C[C@H]2[C@@H](c3ccccc31)[C@H](CO)N2C(=O)c1ccccc1 | -1.3 | 7.2
11 | C[C@@H]1CN([C@H](C)CO)C(=O)c2cc(NC(=O)Cc3cn(C)c4ccccc34)ccc2O[C@H]1CN(C)Cc1ccc(Oc2ccccc2)cc1 | -1.1 | 5.5
12 | CN(C)C(=O)[C@@H]1[C@@H](CO)[C@@H]2Cn3c(ccc(-c4cccnc4)c3=O)[C@@H]2N1Cc1ccccc1F | 2.7 | -0.9
13 | O=C(O)C[C@H]1C[C@H]2c3cc(NS(=O)(=O)c4ccc(F)cc4)ccc3O[C@H]2[C@H](CO)O1 | -2.2 | -6.3
14 | O=C(Nc1ccc(Cl)c(Cl)c1)N[C@H]1CC[C@@H](CCn2cc(C3CCCCC3)nn2)O[C@H]1CO | -3.3 | 11.7
15 | CO[C@H]1CC[C@@H]2CCOc3c(C#N)cccc3C(=O)N(C)C[C@H](C)C(=O)N(C)C[C@@H]1O2 | 0.2 | ·
16 | O=C(N[C@H]1CC[C@@H](CCNC(=O)c2cnccn2)O[C@@H]1CO)c1ccc2c(c1)OCO2 | -1.5 | ·

# | Pf Dd2 growth | Tcruzi prolif
9 | 8.4 | ·
10 | -17.9 | -1.0
11 | -18.9 | 30.3
12 | 1.2 | 17.0
13 | -8.0 | ·
14 | 1.5 | 44.4
15 | -0.4 | 0.7
16 | -0.9 | -14.0

Remaining list, next part.
# | mol | GASC1 inh | C diff growth
17 | C[C@@H]1CCCCO[C@@H](CN(C)C(=O)CCCN(C)C)[C@H](C)CN([C@@H](C)CO)C(=O)c2cc(NS(=O)(=O)c3ccc(F)cc3)ccc2O1 | 4.0 | -0.7
18 | C[C@@H](NC(=O)[C@@H]1[C@@H](CO)[C@@H]2Cn3c(cccc3=O)[C@H]1N2C(=O)C1CCC1)c1ccccc1 | -3.0 | -2.3
19 | CO[C@@H]1CN(C)C(=O)c2ccc(NS(C)(=O)=O)cc2OC[C@H](C)N(C(=O)C2CCCC2)C[C@@H]1C | -3.0 | ·
20 | Cn1cnc(S(=O)(=O)N2[C@@H]3CNC[C@H]2C3c2ccc(-c3ccc(F)cc3)cc2)c1 (stereo partly specified) | 0.5 | -1.7
21 | C[C@@H]1CN([C@H](C)CO)C(=O)c2cccc(NS(=O)(=O)c3ccccc3)c2O[C@@H]1CN(C)C(=O)Nc1ccc2c(c1)OCO2 | -0.2 | -1.6
22 | C[C@@H]1CCCCO[C@@H](CN(C)C(=O)Nc2ccc3c(c2)OCO3)[C@H](C)CN([C@H](C)CO)C(=O)c2cc(NC(=O)Nc3ccc(C(F)(F)F)cc3)ccc2O1 | -0.3 | 17.2
23 | CO[C@@H]1CN(C)C(=O)c2ccc(NC(=O)C3CC3)cc2OC[C@@H](C)N(C(=O)c2ccccn2)C[C@H]1C | 0.9 | -3.0
24 | COc1ccc(S(=O)(=O)N(C)C[C@@H]2Oc3ccc(NS(=O)(=O)c4cn(C)cn4)cc3C(=O)N([C@@H](C)CO)C[C@H]2C)cc1 | -1.8 | -4.4

# | Pf Dd2 growth | Tcruzi prolif
17 | 16.7 | ·
18 | · | 41.3
19 | · | 18.4
20 | 50.6 | ·
21 | -12.3 | 6.0
22 | -42.8 | 86.8
23 | 52.0 | ·
24 | 9.1 | 10.1

Carrying on.
# | mol | GASC1 inh | C diff growth
25 | COc1ccc(S(=O)(=O)Nc2ccc3c(c2)C(=O)N([C@@H](C)CO)C[C@H](C)[C@@H](CN(C)C(=O)c2ccccc2)OCCCC[C@H](C)O3)cc1 | -0.7 | 4.0
26 | CC(C)CC#Cc1ccc([C@@H]2[C@H]3CN(C(=O)Nc4cc(F)ccc4F)CC(=O)N3[C@H]2CO)cc1 | 0.0 | -4.8
27 | Cc1noc(C)c1S(=O)(=O)N(C)C[C@@H]1Oc2ccc(NC(=O)C3CC3)cc2CC(=O)N([C@@H](C)CO)C[C@H]1C | 0.2 | -3.3
28 | CCC(=O)N(C)C[C@H]1Oc2cc(-c3ccccc3OC)ccc2S(=O)(=O)N([C@H](C)CO)C[C@@H]1C | -1.3 | 2.8
29 | C[C@H](CO)N1C[C@H](C)[C@@H](CN(C)C(=O)Nc2ccc3c(c2)OCO3)Oc2cc(C3=CCCCC3)ccc2S1(=O)=O | -1.7 | 13.9
30 | O=C(C[C@H]1CC[C@H]2[C@@H](COC[C@@H](O)CN2Cc2nccs2)O1)NCc1ccccc1F | 0.1 | 2.5
31 | C[C@H]1CN([C@@H](C)CO)C(=O)c2cc(C#CCc3ccccc3)cnc2O[C@@H]1CN(C)C(=O)C1CCCCC1 | 0.7 | 9.8
32 | CCNC(=O)C[C@H]1CC[C@@H]2[C@H](COC[C@H](O)CN2Cc2ccncc2)O1 | 0.6 | 8.6&-5.9

# | Pf Dd2 growth | Tcruzi prolif
25 | -62.0 | 16.6
26 | -42.6 | ·
27 | 12.6 | 25.1
28 | -34.3 | 53.2
29 | 10.6 | ·
30 | 6.5 | 11.7
31 | -83.3* | ?
32 | · | 0.8

(more compounds)
# | mol | GASC1 inh | C diff growth
33 | CO[C@@H]1CN(C)C(=O)c2cc(NC(=O)C3CCC3)ccc2OC[C@H](C)NC[C@H]1C | -3.2 | ·
34 | CC(C)NC(=O)N(C)C[C@@H]1OCCCC[C@H](C)Oc2ccc(NS(=O)(=O)c3ccccc3)cc2C(=O)N([C@@H](C)CO)C[C@@H]1C | -0.1 | 3.2
35 | Cc1noc(C)c1S(=O)(=O)N(C)C[C@@H]1OCCCC[C@H](C)Oc2ccc(NC(=O)CCCN(C)C)cc2C(=O)N([C@H](C)CO)C[C@@H]1C | 3.1 | 4.9
36 | C[C@@H]1CN([C@@H](C)CO)C(=O)c2cc(NS(=O)(=O)c3ccc(Cl)cc3)ccc2O[C@@H](C)CCCCO[C@@H]1CN(C)C(=O)c1ccccc1 | 1.7 | -3.8
37 | COc1ccc2c3c(n(C)c2c1)[C@H](CO)N(C(=O)CN1CCOCC1)CC31CN(C(=O)C2CC2)C1 | 0.7 | -1.8
38 | C[C@H](CO)N1C[C@H](C)[C@@H](CN(C)C(=O)NC2CCCCC2)OCCCC[C@H](C)Oc2ccc(NC(=O)c3ccccc3)cc2C1=O | 0.8 | -7.4
39 | COc1ccc(S(=O)(=O)Nc2ccc3c(c2)C(=O)N([C@@H](C)CO)C[C@@H](C)[C@H](CN(C)C)OCCCC[C@H](C)O3)cc1 | 1.9 | -1.6
40 | COc1cccc(C(=O)N2C[C@@H]3[C@H](c4ccccc42)[C@H](CO)N3C(=O)NC(C)C)c1 | -0.7 | -3.2

# | Pf Dd2 growth | Tcruzi prolif
33 | · | 2.9
34 | -3.3 | -49.3
35 | 43.3 | -49.6
36 | -52.1 | 48.9
37 | -17.8 | ·
38 | 16.3 | 36.3
39 | 16.4 | 42.2
40 | 9.0 | -33.4

Later entries.
# | mol | GASC1 inh | C diff growth
41 | C[C@H](CO)N1C[C@H](C)[C@@H](CN(C)S(=O)(=O)c2ccccc2)Oc2ccc(NS(=O)(=O)c3cn(C)cn3)cc2C1=O | 0.4 | 1.4
42 | CC(C)NC(=O)N(C)C[C@H]1OCCCC[C@@H](C)Oc2ccc(NC(=O)C3CCCCC3)cc2C(=O)N([C@H](C)CO)C[C@H]1C | -0.2 | -0.9
43 | COc1ccc(S(=O)(=O)N(C)C[C@@H]2Oc3ccc(NC(=O)Cc4cn(C)c5ccccc45)cc3CC(=O)N([C@H](C)CO)C[C@@H]2C)cc1 | -2.9 | -4.6
44 | CNC[C@@H]1Oc2cc(C#Cc3ccncc3)ccc2S(=O)(=O)N([C@H](C)CO)C[C@H]1C | 0.4 | -2.5
45 | COc1ccc2c3c([nH]c2c1)[C@H](CO)NCC31CCN(C(=O)Nc2ccccc2F)CC1 | 1.3 | -0.1
46 | COc1cccc(C#Cc2ccc3c(c2)O[C@H](CN(C)C(=O)CN2CCOCC2)[C@@H](C)CN([C@H](C)CO)S3(=O)=O)c1 | -1.4 | 20.0
47 | COc1ccc(NC(=O)Nc2ccc3c(c2)C(=O)N([C@H](C)CO)C[C@H](C)[C@@H](CN(C)Cc2ccc(C(=O)O)cc2)OCCCC[C@@H](C)O3)cc1 | 2.1 | -6.2
48 | CC(C)NC(=O)N(C)C[C@H]1OCCCC[C@@H](C)Oc2ccc(NC(=O)CCC(F)(F)F)cc2C(=O)N([C@H](C)CO)C[C@@H]1C | 0.3 | -3.5
49 | CCCNC(=O)N(C)C[C@@H]1Oc2ncc(C3=CCCC3)cc2C(=O)N([C@@H](C)CO)C[C@H]1C | 3.5 | 2.4
50 | CO[C@@H]1CC[C@H]2CCN(C)C(=O)C[C@@H](c3ccccc3)CN(C)C(=O)c3cc(C#N)ccc3OC[C@@H]1O2 | 1.3 | 4.0

# | Pf Dd2 growth | Tcruzi prolif
41 | 31.6 | -48.0
42 | -37.9 | 26.8
43 | -37.9 | 73.5
44 | 10.1 | ·
45 | -77.6 | ·
46 | -50.7 | -10.4
47 | 32.6 | 36.3
48 | 30.0 | -26.8
49 | 2.7 | ·
50 | · | 3.4
